Screening results: PubChem, National Center for Advancing Translational Sciences (NCATS)
TDP1 cell CPT: qHTS for Inhibitors of human tyrosyl-DNA phosphodiesterase 1 (TDP1): qHTS in cells in presence of CPT. chicken DT40 Tdp1-/-;hTDP1 cells + 20 nM CPT, ATP luminescence, 48 h. Potency, µM (titrated, usually from 46.2 µM), without a hit: at the highest dose activity change, negative = growth inhibition, most hits filed as inhibitors. 420,000 tested, 12% active. AID 686979, 2013; note: nearly all actives have a fitted effect of over 55% in size
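Chicken DT40 Tdp1-/- cells complemented with human TDP1, 400 cells/well, exposed to compounds plus 20 nM camptothecin for at least 48 h at 37 C; viability read as ATP content by CellTiter-Glo luminescence.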
TDP1 inh: qHTS Assay for Inhibitors of Tyrosyl-DNA Phosphodiesterase (TDP1). recombinant TDP1, AlphaScreen DNA substrate cleavage. Potency, µM (doses to about 130 µM), for inactives: top-dose activity change, negative = inhibition, usual class: inhibitors. 350,000 tested, 0.28% active. AID 485290, 2010; note: nearly all actives have a fitted effect of over 40% in size
Target sequence (Q9NUW8 whole entry, looked up): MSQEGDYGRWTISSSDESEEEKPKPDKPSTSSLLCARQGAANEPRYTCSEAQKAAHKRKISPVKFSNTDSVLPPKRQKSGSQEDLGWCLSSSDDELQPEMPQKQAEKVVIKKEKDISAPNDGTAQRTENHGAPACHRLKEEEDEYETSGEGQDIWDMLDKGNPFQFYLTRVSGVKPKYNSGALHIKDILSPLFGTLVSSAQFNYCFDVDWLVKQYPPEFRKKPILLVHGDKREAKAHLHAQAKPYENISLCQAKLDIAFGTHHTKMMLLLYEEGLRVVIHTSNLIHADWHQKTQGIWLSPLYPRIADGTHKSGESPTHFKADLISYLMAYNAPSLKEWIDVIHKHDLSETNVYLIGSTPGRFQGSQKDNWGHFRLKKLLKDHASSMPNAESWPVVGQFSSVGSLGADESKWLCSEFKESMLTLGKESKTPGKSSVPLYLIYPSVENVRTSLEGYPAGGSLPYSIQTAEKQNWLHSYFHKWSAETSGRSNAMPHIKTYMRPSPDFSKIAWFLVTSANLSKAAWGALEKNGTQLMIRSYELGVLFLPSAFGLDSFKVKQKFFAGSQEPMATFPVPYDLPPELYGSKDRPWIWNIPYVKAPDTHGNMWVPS
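Recombinant human Tdp1 (E. coli-expressed, 1 nM final) preincubated with compounds 15 min at room temperature, then 5'-biotin/3'-phosphotyrosine-FITC DNA substrate (15 nM final) added for 5 min. AlphaScreen beads (10 ug/ml final) added 10 min; cleavage lowers signal.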
TDP1 cell noCPT: qHTS for Inhibitors of human tyrosyl-DNA phosphodiesterase 1 (TDP1): qHTS in cells in absence of CPT | Potency, µM (top dose mostly 46.2 µM), inactives show top-dose activity change, negative = growth inhibition, most hits filed as inhibitors | DT40 Tdp1-/- hTDP1 cells, no CPT, ATP luminescence, 48 h | 420,000 tested, 15% active | AID 686978, 2013; note: nearly all actives have a fitted effect of over 55% in size
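Seeded 400 DT40-hTDP1 cells/well (vehicle DMSO, no 20 nM CPT); pinned compounds; ≥48 hr at 37 °C; CellTiter-Glo luminescence as viability measure.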
Numbers without * were called inactive; ? = inconclusive; · = no result given; & = joins results of further samples; [ ] = remark or other dose. Calls come from the whole dose curve; as a rule, active = well fitted curve in the direction sought with a large enough effect; inconclusive = small, poorly fitted or top-dose-only effect, or another doubt; inactive = no such curve, though single readings can be large; an effect the other way counts as inactive or inconclusive. % is set by controls: 0 for no effect and ±100 for the full control effect; potency is the fitted concentration of half-maximal effect.

[1] O=C(Nc1cc(C(=O)N2CCOCC2)ccc1N1CCCC1)c1cccs1
[2] O=C1[C@H]2[C@@H](c3ccccc3)N[C@]3(CCCN(CC4CCCCC4)C3=O)[C@H]2C(=O)N1Cc1ccccc1
[3] Cc1ccccc1C(=O)N1CCC(C(=O)Nc2cccc(S(=O)(=O)N3CCCCC3)c2)CC1
[4] CC/C(=N/NC(=O)c1ccc(Br)cc1)c1ccc(OCCN2CCOCC2)cc1
[5] CC(=O)c1cccc(NC(=O)COc2ccc(S(=O)(=O)N3CCOCC3)cc2)c1
[6] CCSC1C(=O)N(C)C(SCC)C(=O)N1C (stereo not given)
[7] Clc1ccc(OCc2nnc(-c3ccccc3Br)o2)cc1
[8] CC(OC(=O)Nc1ccccc1)C(=O)OC1CCCCC1 (stereo not given)

entry no. | 1 | 2 | 3 | 4 | 5 | 6 | 7 | 8
TDP1 cell CPT | -8% | ? | ? | 3% | -19% | 20% | -6% | 11%
TDP1 inh | 5% | · | 3% | -3% | 3% | · | ? | ·
TDP1 cell noCPT | -1% | ? | ? | ? | -8% | -1% | -1% | -3%

[9] CC(=C/c1ccccc1)/C=N/n1c(-c2ccncc2)n[nH]c1=S
[10] C1CCC(NC2=NCCO2)CC1
[11] CCCCNC(=O)c1cc(-c2ccc(F)cc2)on1
[12] C=CCn1c(=O)/c(=C/c2ccc(Cl)cc2)s/c1=C(\C#N)c1nnc2n1CCCCC2
[13] CC(=O)N(CCS(=O)(=O)c1ccc(Cl)cc1)Cc1cccs1
[14] CN(C)S(=O)(=O)c1ccc2c(c1)/C(=C/c1cc3c([nH]1)CCCC3)C(=O)N2
[15] O=C(COc1ccccc1F)NNC(=O)c1ccc(N2CCCCC2)c([N+](=O)[O-])c1
[16] Cc1ccc(S(=O)(=O)CCC(=O)OCC(=O)Nc2cc(F)ccc2C)cc1

entry no. | 9 | 10 | 11 | 12 | 13 | 14 | 15 | 16
TDP1 cell CPT | ? | 18% | 13µM* | 21µM* | -4% | 4.6µM* | -59% | -10%
TDP1 inh | 8% | · | 4%[56.1 µM] | · | 0% | 12%[56.1 µM] | 0% | ·
TDP1 cell noCPT | 16µM* | 7% | ? | 6.5µM* | -22% | 3.3µM* | -82% | 0%

[17] CCS(=O)(=O)NCc1cn2ccsc2n1
[18] CC1CC(C)CN(c2ncnc3c2cnn3C)C1 (stereo not given)
[19] NCC12CC3CC(C1)CC(c1ccc(Br)cc1)(C3)C2
[20] O=C(c1ccc(C(F)(F)F)cc1)N1CCC(=O)N([C@H](COCc2ccc(C(F)(F)F)cc2)Cc2ccccc2)CC1
[21] Cc1cccc(NC(=O)CSc2nc(=O)n(CCCN3CCOCC3)c3c2CCCC3)c1C
[22] Cc1cc(C)c(C#N)c(SCC(=O)Nc2ccccc2C)n1
[23] CCCNC(=O)c1ccccc1NC(=O)c1ccc2c(c1)NC(=O)C(C)S2 (stereo not given)
[24] COC(=O)c1sccc1NC(=O)CSc1nnnn1-c1ccccc1C

entry no. | 17 | 18 | 19 | 20 | 21 | 22 | 23 | 24
TDP1 cell CPT | -2% | -15% | 21µM* | 23µM* | -25% | 4% | 10µM* | -28%
TDP1 inh | -3% | -1% | · | 4%[96 µM] | · | -5% | 3% | -2%
TDP1 cell noCPT | -17% | ? | 15µM* | ? | 1% | -5% | 6.5µM* | -22%

Quoted at random: four compounds from above.
[3] Cc1ccccc1C(=O)N1CCC(C(=O)Nc2cccc(S(=O)(=O)N3CCCCC3)c2)CC1
[20] O=C(c1ccc(C(F)(F)F)cc1)N1CCC(=O)N([C@H](COCc2ccc(C(F)(F)F)cc2)Cc2ccccc2)CC1
[13] CC(=O)N(CCS(=O)(=O)c1ccc(Cl)cc1)Cc1cccs1
[5] CC(=O)c1cccc(NC(=O)COc2ccc(S(=O)(=O)N3CCOCC3)cc2)c1

entry no. | 3 | 20 | 13 | 5
TDP1 cell CPT | ? | 23µM* | -4% | -19%
TDP1 inh | 3% | 4%[96 µM] | 0% | 3%
TDP1 cell noCPT | ? | ? | -22% | -8%

In the list so far, these have a thiophene ring, fused or not:
[1] O=C(Nc1cc(C(=O)N2CCOCC2)ccc1N1CCCC1)c1cccs1
[13] CC(=O)N(CCS(=O)(=O)c1ccc(Cl)cc1)Cc1cccs1
[24] COC(=O)c1sccc1NC(=O)CSc1nnnn1-c1ccccc1C

entry no. | 1 | 13 | 24
TDP1 cell CPT | -8% | -4% | -28%
TDP1 inh | 5% | 0% | -2%
TDP1 cell noCPT | -1% | -22% | -22%

Back to the main list with the two entries that preceded the break.
[23] CCCNC(=O)c1ccccc1NC(=O)c1ccc2c(c1)NC(=O)C(C)S2 (stereo not given)
[24] COC(=O)c1sccc1NC(=O)CSc1nnnn1-c1ccccc1C
[25] COc1cccc(N2C(=NC(=O)COc3ccccc3)SC3CS(=O)(=O)CC32)c1 (stereo not given)
[26] Nc1nc(Cl)nc2ncn(Cc3ccccc3)c12
[27] CCOc1ccc(NC(=O)CN(C)C(=O)C(C)N2C(=O)c3ccccc3C2=O)cc1OCC (stereo not given)
[28] CCn1ccc2cc(S(=O)(=O)N3CCC(C(=O)NCc4cccc(C)c4)CC3)ccc21
[29] O=C(COC(=O)c1ccc(Cl)nc1)NCCC1=CCCCC1
[30] CCSc1nnc(NC(=O)c2ccc(C)o2)s1
[31] Cc1ccc(-c2nc3scc(CCNS(=O)(=O)c4ccc(F)c(C)c4)n3n2)cc1
[32] Cc1ccc(OCC(=O)NC2CCCCCC2)cc1C

entry no. | 23 | 24 | 25 | 26 | 27 | 28 | 29 | 30 | 31 | 32
TDP1 cell CPT | 10µM* | -28% | 1% | 1% | -13% | ? | 13% | 12% | ? | -20%
TDP1 inh | 3% | -2% | 4% | · | 2% | -1% | 5% | 6% | 3% | 0%
TDP1 cell noCPT | 6.5µM* | -22% | 8% | -27% | 20% | ? | 21% | -6% | 21µM* | 1%

[33] O=C(COC(=O)c1ccccc1)NCCC1=CCCCC1
[34] O=C(NCCSc1c[nH]c2ccccc12)c1c(F)cccc1F
[35] CC(=O)c1sc(NC(=O)c2c(-c3ccccc3)c(-c3ccccc3)nn(C)c2=O)nc1C
[36] COc1cccc(N2CCN(S(=O)(=O)c3ccc(-c4cnc(C5CC5)o4)cc3)CC2)c1
[37] COc1ccc(S(=O)(=O)NCC(c2ccco2)N2CCOCC2)cc1 (stereo not given)
[38] CCOC(=O)Nc1sc(C(=O)N(C)C)c(C)c1C(=O)OCC
[39] O=[N+]([O-])c1ccccc1OCCCNCc1ccccc1
[40] O=C(/C=C/c1cccs1)Nc1nccs1

entry no. | 33 | 34 | 35 | 36 | 37 | 38 | 39 | 40
TDP1 cell CPT | 1% | -20% | 0.41µM* | -20%&-28% | 2%&-16% | -13% | -1% | -20%
TDP1 inh | 7% | · | 0% | 1%&-1% | 3% | 0% | -3% | -2%
TDP1 cell noCPT | 0% | -27% | 0.52µM* | 0%&-10% | -1%&-11% | -19% | -26% | -32%

[41] COC(=O)c1ccc(N2CCOCC2)c(NC(=O)c2ccc(Br)o2)c1
[42] CN(CC(=O)Nc1ccc(Cl)c(Cl)c1)C(=O)CNC(=O)Cc1ccccc1
[43] COC(=O)[C@]12CCCCC=C1N(Cc1ccccc1)C(=O)[C@H](CC(=O)N1CCC(c3ccccc3)CC1)C2
[44] COc1ccc(C2C(C#N)=C(C)NC3=C2C(=O)CC(C)(C)C3)c(OC)c1 (stereo not given)
[45] COc1cc(-c2nc3c(c(C)nn3-c3ccccc3)c3cc(OC)c(OC)cc23)ccc1O
[46] COc1cc(NS(=O)(=O)c2cc(C(=O)NCCc3ccccn3)ccc2OC)cc(OC)c1
[47] Cc1cccc(NC(=O)c2sc3nc4c(cc3c2N)CN(C(C)C)CC4)c1
[48] O=C(Cc1c(F)cccc1Cl)Nc1ccccc1N1CCCCC1

entry no. | 41 | 42 | 43 | 44 | 45 | 46 | 47 | 48
TDP1 cell CPT | 1% | 21µM* | ? | ? | ? | 4% | 21µM* | 16µM*
TDP1 inh | 1% | 1% | · | 5% | -3% | 1% | 9% | -5%
TDP1 cell noCPT | 2% | 13µM* | ? | ? | 21µM* | -25% | ? | ?

[49] Cc1cc(C)c(NC(=O)CSc2nc(-c3ccc(F)cc3)nc3c2Cc2c(CO)cnc(C)c2O3)c(C)c1
[50] COc1ccc(-n2c(C)nn(CC3CC3)c2=O)cc1
[51] Cc1ccc(OCc2cc(C(=O)N3CCCC(C)C3)no2)cn1 (stereo not given)
[52] C1CCC(c2nn3c(-c4n[nH]c5c4CCC5)nnc3s2)CC1
[53] CCCOc1c(Br)cc(/C=N/O)cc1OC
[54] CCS(=O)(=O)N1CCN(C(=O)c2ccccc2[N+](=O)[O-])CC1
[55] O=C(Cc1cccc(NC(=O)C2CCN(C(=O)c3ccccc3)CC2)c1)Nc1cccc(C(=O)N2CCCC2)c1
[56] O=C(Nc1cccc(Cl)c1)c1ccc2c(c1)OCCO2

entry no. | 49 | 50 | 51 | 52 | 53 | 54 | 55 | 56
TDP1 cell CPT | 0% | 8% | 16µM* | ? | -26% | 8% | -1% | -19%
TDP1 inh | 8% | 0% | · | 9% | 3% | -7% | 7% | 1%
TDP1 cell noCPT | -1% | 10% | 21µM* | ? | ? | 18% | 3% | -16%

[57] CSc1ccc(S(=O)(=O)Nc2ccc(NC(C)=O)cc2)cc1
[58] Cc1nn(CCC(=O)O)c2nc(-c3cccnc3)cc(C(F)(F)F)c12
[59] NC(=O)C1CCN(C(c2ccccc2Cl)c2nnnn2CC2CCCO2)CC1 (stereo not given)
[60] CCCc1oc(C(=O)O)cc1CN
[61] CO/N=C/NC(=O)c1c(OC)ccnc1Oc1ccc(F)cc1
[62] COc1cc(C(=O)O[C@H]2C/C(C)=C/CC[C@]3(C)O[C@@H]3C(O)C2C(C)C)cc(OC)c1OC (stereo not given in full)
[63] O=C(CCC1CCCN(C(=O)c2ccoc2)C1)NCc1ccc(F)c(F)c1 (stereo not given)
[64] O=C(Nc1ccc(Cl)cc1)C1C2CCCCC21 (stereo not given)

entry no. | 57 | 58 | 59 | 60 | 61 | 62 | 63 | 64
TDP1 cell CPT | ? | ? | 0% | -26% | -5% | ? | -6% | -7%
TDP1 inh | 4% | 6% | 0% | 1% | 6% | · | -1% | 3%
TDP1 cell noCPT | ? | -28% | -3% | 1% | 0% | ? | -13% | 0%

[65] COCCNC(=O)C1CCCN(Cc2cccc(Cl)c2)CC1 (stereo not given)
[66] COc1cccc(CNS(=O)(=O)c2ccc3c(c2)C(C)(C)C(=O)N3C)c1
[67] Cc1cccc(CCNC(=O)CCS(=O)(=O)c2ccc3nc(C)sc3c2)c1
[68] O=c1[nH]c(=O)n(Cc2ccccc2)c2nc(-c3ccc(Oc4ccc(F)cc4)c([N+](=O)[O-])c3)n(CCO)c12
[69] Nc1nc2nccc(-c3cccnc3)n2n1
[70] Cc1ccc(C(c2nnnn2CS(=O)(=O)c2ccc(C)cc2)N2CCN(c3ncccn3)CC2)cc1 (stereo not given)
[71] O=C(CNC(=S)N(CCCN1CCOCC1)Cc1cccs1)NCc1ccc(Cl)cc1
[72] CCC(C(=O)Nc1ccc(C(=O)Nc2ccccc2C(=O)O)cc1)c1ccccc1 (stereo not given)
[73] Cc1ccc(C)n1-c1sc2c(c1C#N)CCC(C)C2 (stereo not given)
[74] O=C(CCSc1nc(-c2ccc3c(c2)OCO3)cc(C(F)(F)F)n1)NCc1ccco1
[75] O=C(NCCN1CCCC1)C(c1ccccc1)c1ccccc1

entry no. | 65 | 66 | 67 | 68 | 69 | 70 | 71 | 72 | 73 | 74 | 75
TDP1 cell CPT | -23% | 2% | 5% | 16µM* | 4% | ? | ? | -27% | -1% | ? | 2%
TDP1 inh | · | 0% | · | 2% | -3% | -5% | 2% | 6% | 7% | 0% | ·
TDP1 cell noCPT | -14% | 1% | -16% | 18µM* | -44% | ? | ? | -19% | ? | ? | 19%

Entries shown so far that have a nitro group on carbon:
[15] O=C(COc1ccccc1F)NNC(=O)c1ccc(N2CCCCC2)c([N+](=O)[O-])c1
[39] O=[N+]([O-])c1ccccc1OCCCNCc1ccccc1
[54] CCS(=O)(=O)N1CCN(C(=O)c2ccccc2[N+](=O)[O-])CC1
[68] O=c1[nH]c(=O)n(Cc2ccccc2)c2nc(-c3ccc(Oc4ccc(F)cc4)c([N+](=O)[O-])c3)n(CCO)c12

entry no. | 15 | 39 | 54 | 68
TDP1 cell CPT | -59% | -1% | 8% | 16µM*
TDP1 inh | 0% | -3% | -7% | 2%
TDP1 cell noCPT | -82% | -26% | 18% | 18µM*
